TEAD-YAP inh: TEAD-YAP interaction inhibition, primary screen, TEAD-YAP interaction inhibitor project, luminescence, HEK-TIYL cells; TEAD-Gal4/YAP UAS-luciferase luminescence; inhibition, % at 9.12 µM; hit rate 1.4% among 640,000; AID 1259422, 2018; in the data active = inhibition above about 32%;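 also: 0% = median of test compound wells and 100% = reference inhibitor wells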
GPR151 activ: activators of human GPR151, primary screen, cell-based, PathHunter beta-arrestin, luminescence. PathHunter beta-arrestin GPR151 cells. activation, % at 11.2 µM. hit rate 1% among 650,000; in the data active = activation above about 4.9%;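 also: 0% = median of compound wells and 100% = cells with positive control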
Target sequence (Q8TDV0 whole entry, looked up): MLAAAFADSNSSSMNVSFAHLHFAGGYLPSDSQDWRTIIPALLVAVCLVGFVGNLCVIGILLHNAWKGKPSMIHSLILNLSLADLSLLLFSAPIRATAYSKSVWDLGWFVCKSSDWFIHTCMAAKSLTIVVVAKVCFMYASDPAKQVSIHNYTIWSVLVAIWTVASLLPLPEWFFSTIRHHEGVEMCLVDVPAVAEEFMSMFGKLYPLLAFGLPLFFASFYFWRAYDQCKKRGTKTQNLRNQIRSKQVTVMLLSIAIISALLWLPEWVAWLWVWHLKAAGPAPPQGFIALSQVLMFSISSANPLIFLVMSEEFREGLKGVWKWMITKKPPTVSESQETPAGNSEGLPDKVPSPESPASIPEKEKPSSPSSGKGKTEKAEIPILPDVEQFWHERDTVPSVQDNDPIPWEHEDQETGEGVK
MITF primary: MITF inhibitors, primary screen, biochemical, AlphaScreen, human | AlphaScreen MITF homodimerization, bead proximity signal | hit rate 0.91% among 650,000 | Microphthalmia-associated transcription factor (Homo sapiens), O75030 | inhibition, % at 2.6 µM; in the data active = inhibition above about 50%;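 also: 0% = vehicle wells with protein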
FBW7 act: FBW7 E3 ligase activators, primary screen, biochemical, AlphaScreen, human; normalized activity (activation), % at 26.1 µM; F-box/WD repeat-containing protein 7 (Homo sapiens), Q969H0; AlphaScreen FBW7–phospho-cyclin E peptide binding, activator screen; hit rate 0.13% among 650,000; AID 1259310, 2017; in the data active = normalized activity above about 1.9%;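 also: purified mutant Fbw7 with reduced substrate affinity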
Target sequence (Q969H0 whole entry, looked up): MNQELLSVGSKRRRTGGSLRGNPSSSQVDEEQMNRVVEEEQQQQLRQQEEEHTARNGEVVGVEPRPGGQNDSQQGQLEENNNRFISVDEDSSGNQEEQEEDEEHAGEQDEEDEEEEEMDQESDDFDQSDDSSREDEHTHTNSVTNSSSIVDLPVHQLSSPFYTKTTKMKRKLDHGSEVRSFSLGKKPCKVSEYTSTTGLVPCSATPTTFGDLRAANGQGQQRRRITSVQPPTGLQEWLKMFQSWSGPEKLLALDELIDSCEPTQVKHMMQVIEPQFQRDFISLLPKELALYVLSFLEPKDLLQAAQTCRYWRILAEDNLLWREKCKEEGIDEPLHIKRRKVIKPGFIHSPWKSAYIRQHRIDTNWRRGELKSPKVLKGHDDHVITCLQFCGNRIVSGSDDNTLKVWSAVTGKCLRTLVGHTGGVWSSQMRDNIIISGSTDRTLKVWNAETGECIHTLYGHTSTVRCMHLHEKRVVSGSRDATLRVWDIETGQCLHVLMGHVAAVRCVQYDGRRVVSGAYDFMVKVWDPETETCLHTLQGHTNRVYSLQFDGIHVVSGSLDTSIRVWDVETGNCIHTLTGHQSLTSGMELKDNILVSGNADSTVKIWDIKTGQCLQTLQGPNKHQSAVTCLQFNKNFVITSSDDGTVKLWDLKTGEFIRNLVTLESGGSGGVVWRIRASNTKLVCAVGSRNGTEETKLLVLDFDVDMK
An asterisk follows results filed as active. An unsorted share of the library. About 3.5% of those tested had a hit in this group.

The line under a structure holds: TEAD-YAP inh	GPR151 activ	MITF primary	FBW7 act
CCN(CC)S(=O)(=O)c1ccc(N2Cc3ccccc3C2=N)cc1
    -0.7	0.4	-3.8	0.0
Cc1cccn2c(=O)c3cc(C#N)c(=O)n(Cc4ccco4)c3nc12
    -3.2	-0.3	1.1	-0.3
CS/C(Nc1ccccc1C)=C(\C#N)C(=O)NCc1cccs1
    -8.8	1.2	9.1	0.7
Cc1nccn1S(=O)(=O)c1ccc(Cl)cc1Br
    -5.2	-0.6	-4.6	-0.1
O=C(NCCOc1ccccc1F)c1cccc2ccccc12
    -41.6	0.0	-9.8	-0.1
CC(C)COc1ccc(C(=O)N/C(=C\c2ccco2)C(=O)NCCO)cc1
    -5.4	0.8	2.6	-0.1
COCCCNc1nccn2c(-c3cccs3)cnc12
    9.9	-0.3	-11.1	-0.1
Cn1c(SCC(=O)Nc2cc(Cl)ccc2C#N)nnc1C(F)(F)F
    8.7	0.3	6.5	-0.2
O=C(O)CC(c1ccc(F)cc1F)N1Cc2ccccc2C1=O (stereo not drawn)
    11.4	-0.4	2.8	-0.1
NS(=O)(=O)c1ccc(NC(=S)Nc2ccc(C(=O)N3CCOCC3)cc2)cc1
    -2.9	-2.7	-14.3	0.0
O=C(CCSc1ccccc1)Nc1ccc(S(=O)(=O)Nc2ncccn2)cc1
    -0.3	-1.8	-8.3	0.0
Cc1nc2c(-c3ccc(F)cc3)c(C)nn2c(C)c1CCC(=O)NC1CCCC1
    -8.2	1.5	-7.2	-0.2
COCCN1CCN(C(=O)CC2C(=O)NCCN2Cc2ccc(F)cc2)CC1 (stereo not drawn)
    -4.1	-0.1	-9.8	0.0
CC(C)OC(=O)CNc1ccc(C(F)(F)F)cc1[N+](=O)[O-]
    1.1	0.9	5.0	0.0
C=CCN1C(=O)/C(=C\c2ccc(C(=O)O)cc2)S/C1=N/c1nnc(CC)s1
    1.4	1.4	5.8	0.0

Next results.
The line under a structure holds: TEAD-YAP inh	GPR151 activ	MITF primary	FBW7 act
Oc1ccc2nsnc2c1Cl
    -9.0	-0.4	-1.9	0.1
COc1ccc2nc(-c3ccc(C)c(NS(=O)(=O)c4ccc(C)c(C)c4)c3)cn2n1
    -8.1	0.0	15.0	-0.1
CC(C)NS(=O)(=O)c1ccc(OCC(=O)NC2CCCCCC2)cc1
    1.7	-1.6	12.2	0.6
COc1ccc(C2=N/C(=C/c3cc(Br)c(OC(C)=O)c(OC)c3)C(=O)O2)cc1Br
    8.7	-1.4	3.8	0.1
COc1ccc(-c2c[n+](CC(=O)c3ccc(Cl)cc3)c3n2CCCCC3)cc1
    14.2	1.5	11.5	0.0
CCOc1ccc(N(CC(=O)NC(C)c2ccccc2)S(=O)(=O)c2ccccc2)cc1 (stereo not drawn)
    4.2	1.6	-7.4	-0.1
O=C1C(=O)N(CCc2ccccc2)C(c2ccc(F)cc2)/C1=C(/O)c1ccccc1 (stereo not drawn)
    7.5	0.4	6.8	0.1
O=C(Nc1ccccc1)C1CC(O)CN1C(=O)Oc1ccccc1 (stereo not drawn)
    0.7	-0.4	5.3	-0.2
CCOc1cc(C)c(S(=O)(=O)N2CCCCC2)cc1C
    -0.2	1.5	5.3	0.2
Nc1cccc(-c2cc(C(=O)NCc3cccc(C(F)(F)F)c3)ccn2)c1
    10.7	-1.7	5.7	-0.1
CCCC1(C(=O)OCC)NC(c2ccccc2F)C2C(=O)N(c3ccccc3)C(=O)C21 (stereo not drawn)
    12.9	0.0	-8.3	0.1
CCOC(=O)C1=C(O)/C(=C\c2ccc(CNS(=O)(=O)c3ccc(Br)cc3)o2)N=C1C
    -0.6	-0.2	13.9	-0.2
COc1ccc(CCNC(=O)C(=O)NC2CC2)cc1OC
    -16.4	-0.7	-1.6	-0.1
COCc1cc(C)nc2sc(C(O)c3ccccc3)c(NC(=O)c3ccco3)c12 (stereo not drawn)
    -8.4	-1.1	3.8	0.1
CN(C(=O)C1CC(=O)c2sc(NC(=O)C3CCC3)nc2C1)C1CCOC1 (stereo not drawn)
    -0.6	0.3	8.9	0.0

Compound profiles, from the list above. Order of values: TEAD-YAP inh | GPR151 activ | MITF primary | FBW7 act
`CCOc1ccc(N(CC(=O)NC(C)c2ccccc2)S(=O)(=O)c2ccccc2)cc1` (stereo not drawn) as listed: 4.2 | 1.6 | -7.4 | -0.1
`CCOc1cc(C)c(S(=O)(=O)N2CCCCC2)cc1C` as listed: -0.2 | 1.5 | 5.3 | 0.2

The list goes on.
The line under a structure holds: TEAD-YAP inh	GPR151 activ	MITF primary	FBW7 act
CC(C)(C)c1nn2cnnc2n(/N=C/c2ccccc2[N+](=O)[O-])c1=O
    -2.3	0.5	15.8	0.7
COc1ccc(-n2nc(C(=O)NCCCN3CCCCCC3)c3ccccc3c2=O)cc1
    3.8	1.3	2.5	-0.1
O=C(CN1C(=O)/C(=C2\SC(N3CCOCC3)=NC2=O)c2ccccc21)Nc1cccc(C(F)(F)F)c1
    5.7	0.7	15.5	-0.1
CC1CCCC(NC(=O)C2N(CCN3CCCCC3)C(=O)C3C(C(=O)Nc4ccc(F)c(Cl)c4)C4C=CC32O4)C1C (stereo not drawn)
    9.9	-1.4	3.0	0.1
O=C(N/N=C/c1ccc(O)c(O)c1)c1ccc(Br)cc1
    -36.8	0.4	-31.9	0.1
COc1ccc(CNC(=S)NCc2ccc(OC)cc2)cc1
    10.7	-1.1	17.6	0.6
CCC(=O)N1c2ccccc2NC2=C(C(=O)CCC2)C1c1ccccc1OC (stereo not drawn)
    -2.9	0.1	-8.5	-0.2
NC(=O)C12CC3CC(C1)CC(C(N)=O)(C3)C2
    -5.5	1.1	-1.2	-0.3
Oc1ccc(Cl)cc1C1=NNC(c2cccs2)C1 (stereo not drawn)
    -40.3	-0.5	5.3	0.0
Cc1cccc(/C=N/NC(=O)COc2ccccc2Cl)c1O
    -1.3	-0.5	12.6	0.1
Cc1ccc(N=c2oc3c(C)ncc(CO)c3cc2C(N)=S)cc1C
    -4.2	-1.6	-12.8	-0.1
O=C(CN1CCC(O)(c2ccc(F)cc2)CC1)NCc1ccc(F)cc1
    3.2	0.1	-1.6	-0.1
COc1cc(C(=O)N2CCCCC2)cc(Cl)c1OC
    -5.5	6.8*	-1.8	-0.1
C=CCNC(=S)NNC(=O)c1cc(-c2cccnc2)nc2ccccc12
    2.7	-1.1	-18.4	0.2
Cc1c(Cl)cccc1NC(=O)c1sc2ncn(Cc3ccccc3Cl)c(=O)c2c1C
    -5.9	-0.5	-0.9	0.0

Compounds from the list above containing a furan ring, fused or not:
The line under a structure holds: TEAD-YAP inh	GPR151 activ	MITF primary	FBW7 act
Cc1cccn2c(=O)c3cc(C#N)c(=O)n(Cc4ccco4)c3nc12
    -3.2	-0.3	1.1	-0.3
CC(C)COc1ccc(C(=O)N/C(=C\c2ccco2)C(=O)NCCO)cc1
    -5.4	0.8	2.6	-0.1
CCOC(=O)C1=C(O)/C(=C\c2ccc(CNS(=O)(=O)c3ccc(Br)cc3)o2)N=C1C
    -0.6	-0.2	13.9	-0.2
COCc1cc(C)nc2sc(C(O)c3ccccc3)c(NC(=O)c3ccco3)c12 (stereo not drawn)
    -8.4	-1.1	3.8	0.1

Next results:
The line under a structure holds: TEAD-YAP inh	GPR151 activ	MITF primary	FBW7 act
Cc1c(NC(=O)C2CCCNC2=O)c(=O)n(-c2ccccc2)n1C (stereo not drawn)
    2.4	0.3	-10.2	0.0
COc1ccc(-c2nc(CN(C)Cc3cccs3)cs2)cc1OC
    -13.5	-0.6	0.6	0.0
CSc1ncc(CN2CCN(Cc3ccc(F)c(F)c3)C(CCO)C2)cn1 (stereo not drawn)
    -1.9	-2.4	13.3	0.2
COC(=O)CSC1=C(C#N)C(c2ccccc2Cl)C(C(=O)Nc2ccc(Cl)cc2)=C(C)N1 (stereo not drawn)
    3.0	-0.5	-1.2	0.1
CC1=C(C(=O)OCC(C)C)C(c2ccc3c(c2)OCO3)c2c(n(C)c(=O)n(C)c2=O)N1 (stereo not drawn)
    3.0	-0.5	19.4	0.1
CCOc1ccc(C2C=C(c3ccc(Cl)cc3)Nc3ncnn32)cc1OC (stereo not drawn)
    11.3	0.5	14.9	0.1
Cc1ccc(NCC(=O)N/N=C/c2cccs2)cc1
    -8.3	0.2	-4.2	-0.1
COc1ccc(O)c(/C=N/NC(=O)c2ccccc2Cl)c1
    11.3	4.0	18.2	-0.5
COc1cccc(/C(C)=N/NC(=O)Cc2cccn2C)c1
    -1.7	2.3	15.3	-0.1
Cc1cc(C)n(CCc2nc3c4ccccc4n(CC#N)c(=O)n3n2)n1
    -1.7	0.6	-2.6	-0.1
O=C(c1ccc(SCc2cccnc2)c([N+](=O)[O-])c1)N1CCN(c2ccccn2)CC1
    10.3	0.4	9.7	0.0
CN(C)CCNC(=O)C(=O)Nc1cccc(C(F)(F)F)c1
    0.3	-1.3	10.6	0.0
O=C(COc1ccc(Cl)cc1Cl)NCC1OCCc2ccccc21 (stereo not drawn)
    -20.7	-1.4	-5.7	-0.1
Cc1cc(C)c(NC(=O)CSc2nnnn2-c2cccc3ccccc23)c(C)c1
    4.0	0.0	-13.2	0.0
O=C(O)C(C(=O)/C=C/c1ccccc1)=C1SCS1
    -21.2	0.9	7.6	0.0

Further compounds:
The line under a structure holds: TEAD-YAP inh	GPR151 activ	MITF primary	FBW7 act
Cc1cccc(C2C3=C(CCCC3=O)N=C3c4ccccc4C(=O)C32)c1 (stereo not drawn)
    14.9	-0.3	3.4	-0.3
O=C(CN1CCCCC1)Nc1c(C(=O)c2ccc(F)cc2)oc2ccc(Cl)cc12
    8.7	0.7	4.6	0.0
Cc1noc(CNC(=O)C2CCN(C(=O)CCSc3ccccc3)CC2)n1
    -5.6	-0.7	12.6	0.0
O=C(Nc1c2c(nn1-c1cccc(Cl)c1)CSC2)c1ccc(Cl)cc1
    -4.4	2.0	9.4	0.2
O=C(Nc1ccc(Cl)c([N+](=O)[O-])c1)c1cc2ccccc2c(=O)o1
    -0.7	-0.6	19.9	0.1
CCc1cc(C(=O)OC)c(NC(=S)Nc2ccc(N(C)C(C)=O)cc2)s1
    14.8	2.0	19.1	0.2
Cc1ncc(CO)c2cc(C(=O)Nc3ccc(F)c(Cl)c3)c(=O)oc12
    0.3	-1.0	21.3	0.7
COc1ccc(C2C3=C(CC(C)(C)CC3=O)Nc3nc(-c4ccccc4OC)nn32)cc1 (stereo not drawn)
    0.7	-1.0	-3.9	-0.1
O=C(CN(C(=O)c1csnn1)C1CCCC1)NCc1ccc2c(c1)OCO2
    6.7	-0.6	5.7	0.1
Cc1ccccc1-c1cnnc(NCc2ccc3c(c2)OCO3)n1
    -5.8	0.8	46.5	0.4
CC1=NN(c2ccccc2)C(=O)/C1=C\c1cccc(F)c1
    -1.4	-0.8	-2.5	-0.1
Cc1cccc(-c2nc3ccccc3c(=O)n2NCc2ccccc2Cl)c1
    2.2	-0.2	20.2	1.2
CCOC(=O)NC(=S)NCc1ccccc1
    4.6	-0.7	9.3	0.2
N#CC1=C(N)Oc2cc(N)ccc2C1c1ccc([N+](=O)[O-])cc1 (stereo not drawn)
    9.7	2.7	1.5	0.0
O=C1C=C(Nc2ccccc2Cl)C(=O)N1Cc1ccco1
    -9.9	1.0	4.5	-0.1

Results in GPR151 activ, FBW7 act and MITF primary, for some of the entries so far:
SMILES,GPR151 activ,FBW7 act,MITF primary
Cc1c(NC(=O)C2CCCNC2=O)c(=O)n(-c2ccccc2)n1C (stereo not drawn),0.3,0.0,-10.2
COc1ccc(-c2nc(CN(C)Cc3cccs3)cs2)cc1OC,-0.6,0.0,0.6

Next part.
The line under a structure holds: TEAD-YAP inh	GPR151 activ	MITF primary	FBW7 act
CCCCCn1c(=S)[nH]c2cc(C(=O)NCCSCc3ccccc3)ccc2c1=O
    -9.6	1.5	-5.2	0.1
CC1=C(C(=O)OCC(C)C)C(c2cccs2)c2c(n(C)c(=O)n(C)c2=O)N1 (stereo not drawn)
    -2.5	-1.4	12.3	0.1
CS(=O)(=O)N(CC(=O)NCCSc1ccccn1)c1ccc(Cl)cc1
    -2.7	1.9	-27.1	0.3
Cc1cc(NCCCN2CCCC2=O)nc(-c2c(C)noc2C)n1
    2.3	2.0	3.5	-0.1
c1ccc(-n2ncc3c(Nc4cccc5c4CCCC5)ncnc32)cc1
    -1.3	3.9	4.6	-0.1
CCCCn1c(CNC(=O)c2ccccc2C(F)(F)F)nnc1SCC(=O)Nc1sc2c(c1C(=O)OCC)CCC2
    3.2	-0.2	-3.9	-0.1
NS(=O)(=O)c1ccc(CNc2nccn3c(-c4cccc(CO)c4)cnc23)cc1
    -3.4	0.9	-9.3	-0.2
FC(F)(F)Oc1ccc2c(c1)C1C=CCC1C(c1ccc(Cl)cc1Cl)N2 (stereo not drawn)
    8.3	0.4	0.8	-0.1
CCC(=O)N1CCc2cc(Br)cc(S(=O)(=O)N3CC(C)CC(C)C3)c21 (stereo not drawn)
    5.7	-0.4	9.3	0.2
COc1cc(OC)cc(C(=O)Nc2ccc3oc(-c4cccnc4)nc3c2)c1
    -13.4	0.6	-1.5	0.4
CC(=O)N1CCc2c(sc(NC(=O)c3ccc(C(=O)c4ccccc4)cc3)c2C(N)=O)C1
    28.6	2.2	-8.9	-0.1
COc1ccccc1NC(=O)/N=C1/NC(=O)C(C(C)C)O1 (stereo not drawn)
    3.0	2.2	1.0	-0.1
CCc1nc2sc(C(c3ccccc3F)N3CCN(C(C)=O)CC3)c(O)n2n1 (stereo not drawn)
    1.5	-1.1	13.3	0.0
N#Cc1cc(Oc2ccc(Br)cc2)nc2ccccc12
    -1.2	0.3	-4.5	0.1

Screens from PubChem BioAssay.
